Assay outcomes: PubChem BioAssay, Sanford-Burnham Center for Chemical Genomics
mouse EphA4 binding – EphA4 ligand-binding antagonists – biochemical, colorimetric, mouse EphA4, primary screen (AID 689); inhibition, % at 10 µM, or IC50 in µM where a hit was titrated; actives 0.1% (n = 62,000); EphA4-AP binding to KYL peptide, pNPP A405; higher % means a stronger effect; in the data active = a potency from the dose series; inactive = the rest, 99 in 100 with inhibition below about 22%
Numbers without * were called inactive. This is a subset. The share of hits here may be higher or lower than overall.

Start of the data: the first two entries, to show the layout:
SMILES	mouse EphA4 binding
CCOC(=O)C1CCCN(c2ncnc3c2oc2ccccc23)C1 (configuration not stated)	-1%
CCOc1ccc(OCC)c(S(=O)(=O)n2cc(C)nc2CC)c1	-3%

The listing, from the start:
SMILES	mouse EphA4 binding
CCOC(=O)C1CCCN(c2ncnc3c2oc2ccccc23)C1 (configuration not stated)	-1%
CCOc1ccc(OCC)c(S(=O)(=O)n2cc(C)nc2CC)c1	-3%
C=CCn1c(SCc2ccc([N+](=O)[O-])cc2)nnc1C(C)NC(=O)c1ccccc1 (configuration not stated)	2%
COc1cc(C2C(C(N)=O)=C(C)Nc3nc(CCCO)nn32)cc(OC)c1OC (configuration not stated)	-1%
COc1ccccc1N1CCN(C(=O)c2cccc(N3C(=O)NC4CC3(C)Oc3ccccc34)c2)CC1 (configuration not stated)	5%
COc1ccc(OC)c(C(=O)COC(=O)c2c(OC)cccc2OC)c1	3%
Cc1oc(-c2ccc(Cl)cc2)cc1-c1nn2c(-c3ccco3)nnc2s1	5%
CCOC(=O)CNC(=O)CSc1ncnc2c1cnn2-c1ccc(OC)cc1	-5%
O=C1CC(SCCO)C(=O)N1c1ccccc1 (configuration not stated)	-15%
CCOC(=O)c1sc(NC(=S)NC(=O)CC(C)C)cc1C	-4%
O=C(NCCCNc1ccc([N+](=O)[O-])cc1C(F)(F)F)c1cc(F)c(F)cc1Cl	4%
CCCCCOc1ccc(Cl)cc1CN1CCOCC1	1%
O=C1C2C3C=CC(C3)C2C(=O)N1c1cccc(-c2nc3ccccc3c(=O)o2)c1 (configuration not stated)	-21%
O=C1C2CCCN2C(c2ccccc2F)N1c1cccc(Cl)c1 (configuration not stated)	1%
C=CCOc1c(I)cc(C=C2C(=O)NC(=S)NC2=O)cc1OCC	-2%
Brc1ccc(-c2nn3c(-c4ccco4)nnc3s2)o1	17%
Cc1ccc(C)c(NC(=O)Cn2c([N+](=O)[O-])cnc2C)c1	-16%
COc1ccc(-c2cc(N)n(CCC#N)n2)c(OC)c1	-6%
O=C(COc1ccc(Cl)cc1)N1CCN(c2ccccn2)CC1	1%
Cc1ccc(N2NC(=O)/C(=C/c3cccs3)C2=O)cc1Cl	4%
Cc1nc(OCc2ccccc2)c2sc3nc4c(cc3c2n1)COC(C)(C)C4	-6%
CCCn1c(C(O)(c2ccccc2)c2ccccc2)nc2ccccc21	-13%
Cc1ccc(NC(=O)CN(C)c2ccc(S(=O)(=O)N3CCN(C)CC3)cn2)cc1	1%
Cc1cccc(C)c1NC(=O)CN1C(=O)S/C(=C\c2cccn2C)C1=O	-2%
COC(=O)C1CCN(C(=O)c2ccccc2Oc2ccccc2)CC1	7%
SMILES	mouse EphA4 binding
CSc1ccc(CCNC(=O)C2CCN(c3nnc(-n4cccc4)s3)CC2)cc1	-6%
S=c1[nH]ncc2ccccc12	-4%
CC(C)C(c1nnnn1CCc1ccccc1)N1CCOCC1 (configuration not stated)	-17%
N/C(=N\OC(=O)c1cc(Cl)ccc1Cl)c1cccnc1	-23%
COc1ccc(CN2CCN(S(=O)(=O)c3ccc(C)cc3)CC2)cc1OCc1ccccc1	-7%
COc1ccc(/C=C2/SC(=O)N(CC(=O)Nc3ccc(F)c(Cl)c3)C2=O)cc1OC	-3%
O=C1C2C3C=CC(C4CC34)C2C(=O)N1/N=C/c1ccc(-c2ccc(Cl)cc2[N+](=O)[O-])o1 (configuration not stated)	4%
COCCNC(=O)CSc1nc2nc(C)cc(C)n2n1	-10%
COCCCNC(=O)CCc1nc2cccnc2n1Cc1ccccc1	0%
COn1c(-n2nc(C)cc2C)nc2ccccc2c1=O	-1%
CCOC(=O)c1c(C)[nH]c(C(=O)COC(=O)CSCC(=O)N(CC)CC)c1C	-7%
CCN(CC)CCOc1nnc(-c2ccc(C)cc2)c2ccccc12	-7%
CCCNC(=O)Cn1c2ccccc2c2nc(=O)cc(C)n21	7%
Cc1cc(NC(=O)C2CCCN(S(=O)(=O)c3cnc[nH]3)C2)ccc1Br (configuration not stated)	1%
COc1ccc(C2CC(C(F)(F)F)n3nc(CO)c(Cl)c3N2)cc1OC (configuration not stated)	-5%
CCCOc1ccc(C(=O)NC(=S)Nc2nc3ccc(C)cc3s2)cc1	-17%
Cc1ccnc(NS(=O)(=O)c2ccc(NC(=O)C3CC=CCC3C(=O)O)cc2)n1 (configuration not stated)	-3%
Cc1ccc(-c2csc(N/N=C/C=C/c3ccccc3)n2)cc1	7%
O=C(NCCc1ccc2c(c1)OCCO2)c1cc2ccccc2o1	-29%
O=C(NC(c1ccccc1)c1ccccc1)c1ccc(Cl)c([N+](=O)[O-])c1	-14%
CCCOC(=O)c1cccc(NC(=O)COc2ccc(C)cc2Br)c1	-4%
CCOc1ccc(S(=O)(=O)Nc2cccc(OC)c2)cc1	-2%
CN(C)S(=O)(=O)N1CCN(S(=O)(=O)N(C)C)CC1	-7%
COc1cc2c(cc1OC)C(c1ccc([N+](=O)[O-])cc1)=NC(C)(C)C2	-8%
Cc1ccc(-c2csc3nc(=O)c(C)nn23)cc1	-7%

Fetched by structure from the list above:
SMILES	mouse EphA4 binding
O=C1CC(SCCO)C(=O)N1c1ccccc1 (configuration not stated)	-15%
O=C1C2C3C=CC(C3)C2C(=O)N1c1cccc(-c2nc3ccccc3c(=O)o2)c1 (configuration not stated)	-21%
COCCNC(=O)CSc1nc2nc(C)cc(C)n2n1	-10%
CCOC(=O)c1c(C)[nH]c(C(=O)COC(=O)CSCC(=O)N(CC)CC)c1C	-7%
O=C(NC(c1ccccc1)c1ccccc1)c1ccc(Cl)c([N+](=O)[O-])c1	-14%
CCOc1ccc(OCC)c(S(=O)(=O)n2cc(C)nc2CC)c1	-3%
O=C(NCCCNc1ccc([N+](=O)[O-])cc1C(F)(F)F)c1cc(F)c(F)cc1Cl	4%

Next part:
SMILES	mouse EphA4 binding
Cc1cccc(C)c1OCC(=O)NCc1ccccc1	-12%
CC(Sc1nc(-c2ccccc2)cc(C(F)(F)F)n1)C(=O)NCCN1CCOCC1 (configuration not stated)	-5%
COc1ccc(-n2[nH]c(C)cc2=O)cc1	-10%
CC1Cc2cc(C(=O)O)ccc2O1 (configuration not stated)	-10%
O=C(Nc1ccccc1)OCc1ccccn1	-9%
O=C(C1CC1)N1CCc2cc(S(=O)(=O)NCCC3=CCCCC3)ccc21	-5%
Cc1ccc(-c2onc3ccc(C=O)cc23)cc1	-1%
C=CCOc1c2ccc(C(=O)NC3CCCc4ccccc43)cc2nn1C (configuration not stated)	3%
CCOC(=O)c1ccc(N2NC(=O)/C(=C/c3ccc(OC)c(Br)c3)C2=O)cc1	5%
CCCC(C)C(=O)Nc1nc(C)c(-c2csc(Nc3cc(Cl)ccc3C)n2)s1 (configuration not stated)	-5%
COCCNC(=O)C1CC(c2cccc(OC)c2)=NO1 (configuration not stated)	-10%
Cc1[nH]n(-c2ccc([N+](=O)[O-])cc2)c(=O)c1C=NCCN1CCN(C(=O)c2ccccc2F)CC1	2%
O=C(COC(=O)C1CC1)Nc1ccc(Oc2ccccc2)cc1	-5%
Nn1c(SCC(=O)Nc2ccccc2F)nnc1-c1cccnc1	-23%
CCOC(=O)C1=C(C)N=C2c3ccccc3C(=O)C2C1c1ccc(C)cc1 (configuration not stated)	2%
Cn1c(SCC(=O)N2CCc3ccccc32)nnc1C1CC1	2%
COc1ccc(NC2=NCC(=O)N2Cc2cccs2)cc1	-6%
Cc1cc(C)cc(NC(=O)C2CCN(S(=O)(=O)c3c(C)n[nH]c3C)CC2)c1	-7%
CC1=C(C(=O)OCC2CCCO2)C(c2ccccc2)NC(=O)N1 (configuration not stated)	2%
Cc1ccc(CCNC(=O)C2CCN(S(=O)(=O)c3cccc4nonc34)CC2)cc1	-3%
COc1ccc(CC(=O)N2CCN=C2SC)cc1	-8%
O=C(C1CCCN(c2ncccn2)C1)N1CCc2ccccc21 (configuration not stated)	4%
O=C(Nc1cccc2[nH]ncc12)c1ccc(F)cc1	-6%
CN(C)c1ccc(CN(C(=O)C2COc3ccccc3O2)C2CCS(=O)(=O)C2)cc1 (configuration not stated)	21%
O=C(O)CSCc1cccc([N+](=O)[O-])c1	15%
SMILES	mouse EphA4 binding
CCc1cccc(NC(=O)Cn2c(=O)oc3cc(S(=O)(=O)N4CCOCC4)ccc32)c1	-4%
COc1ccc(NC(=O)c2nnn(Cc3cccc(F)c3)c2N)c(OC)c1	0%
Cc1cccc(OCC(=O)Nc2ccc(N3CCN(C(=O)c4ccco4)CC3)cc2)c1	1%
CCN(CC(=O)Nc1cccc(OC)c1)C(=O)C1CCN(C(=O)Nc2ccccc2)CC1	-18%
COc1ccc(/C=c2/sc3nc(-c4ccc(C(C)(C)C)cc4)nn3c2=O)cc1	-16%
O=C(CCCSc1ccccc1)Nc1nc(-c2ccccn2)cs1	-3%
CCNC(=O)/N=C1/NC(=O)C(C(C)C)O1 (configuration not stated)	-5%
COC(=O)c1cc(=O)n(Cc2ccc3c(c2)OCO3)c(=Nc2ccc(F)c(Cl)c2)s1	6%
Cn1c(NC(=O)c2cccs2)c(-c2cccs2)c(=O)c2ccccc21	12%
CC(C)C(=O)N(Cc1ccc2c(c1)OCO2)Cc1ccccn1	-9%
CCCCC(CC)CNC(=O)c1cccs1 (configuration not stated)	2%
Fc1cc(Br)ccc1NC(=S)NCCc1ccccc1	0%
CCOC(=O)c1sc(C)c(C(=O)NCC(C)(C)CN(C)C)c1N	-8%
CCCCCCn1ccc(=N)cc1	-1%
CCC(Sc1nc2ccc(C)cc2[nH]1)C(=O)O (configuration not stated)	2%
COc1cccc(C2CC(c3ccccc3)n3ncnc3N2)c1 (configuration not stated)	1%
Cc1nc2ccccc2n1CC(=O)OCC(=O)Nc1ccc2c(c1)OCCO2	-2%
CC1CCN(CC(C)OC(=O)c2ccc3c(c2)OCCO3)CC1 (configuration not stated)	7%
CC(=O)Nc1ccc(Nc2nc(-c3ccc(Br)cc3)cs2)cc1	-1%
COc1ccc(C(C)=O)cc1CN1C(=O)C(C)N(c2ccc(C)cc2)C1=O (configuration not stated)	-7%
Cn1c2ccccc2c2cc(C3Nc4ccccc4C(=O)N3Cc3ccco3)ccc21 (configuration not stated)	12%
COc1ccc(CC(C)N2CCN(c3ccccc3)CC2)cc1OC (configuration not stated)	-10%
COc1ccc(Oc2c(C)oc3c(CN(C)C)c(O)ccc3c2=O)cc1	-3%
CC(=O)Nc1cc(-c2ccccc2Cl)[nH]n1	-3%
COc1cccc(N2CCN(C(=O)CN(C)S(=O)(=O)c3ccc4c(c3)CCC(=O)N4)CC2)c1	6%

Four of these compounds, reformatted.
> CC(C)C(=O)N(Cc1ccc2c(c1)OCO2)Cc1ccccn1
  mouse EphA4 binding = -9%
> CCCCC(CC)CNC(=O)c1cccs1 (configuration not stated)
  mouse EphA4 binding = 2%
> Fc1cc(Br)ccc1NC(=S)NCCc1ccccc1
  mouse EphA4 binding = 0%
> CCOC(=O)c1sc(C)c(C(=O)NCC(C)(C)CN(C)C)c1N
  mouse EphA4 binding = -8%

Arranged by length of the SMILES (low to high): three of the compounds above
SMILES	mouse EphA4 binding
Cc1ccc(-c2csc3nc(=O)c(C)nn23)cc1	-7%
O=C(C1CC1)N1CCc2cc(S(=O)(=O)NCCC3=CCCCC3)ccc21	-5%
COc1cc2c(cc1OC)C(c1ccc([N+](=O)[O-])cc1)=NC(C)(C)C2	-8%

The list continues:
SMILES	mouse EphA4 binding
Cc1ccc2nc(CSc3nc(C)cc(C)c3C#N)[nH]c2c1	6%
COC(=O)C1C2C=CC3(CN(C4CCCC4)C(=O)C13)O2 (configuration not stated)	-3%
O=C(O)c1cccc(Nc2nc(-c3ccc(Br)cc3)cs2)c1	-6%
CC1(C)CC(NS(=O)(=O)c2ccccc2)CC(C)(C)N1	1%
O=C(Nc1ccc([N+](=O)[O-])cn1)C(c1ccccc1)c1ccccc1	18%
Cc1ccc2ncnc(NCCCN3CCOCC3)c2c1	0%
Cc1cccc2cc(CN(Cc3ccco3)S(=O)(=O)c3ccc4c(c3)OCCO4)c(=O)[nH]c12	-2%
Nn1c(SCC(=O)N2CCOCC2)nnc1-c1ccccc1Cl	5%
COC(=O)c1cc(Br)c(=O)n(-c2ccccc2OC)c1	-7%
CCn1c(C)c(C(=O)O)c2cc(OC)c3ccccc3c21	-2%
CCN1CCN(C(=O)C2c3cc(OC)c(OC)cc3C(=O)N3CCc4ccccc4C23)CC1 (configuration not stated)	-2%
COC(=O)CSc1nc2ccccc2nc1SCC(=O)OC	-3%
O=C(Nc1cccc(-c2nc3ccccc3s2)c1)c1cc(-n2cnnc2)ccc1Cl	11%
CCCN1CCN(CCCNC(=O)c2cc3c(=O)n(C)c4ccccc4c3n2C)CC1	-36%
CC1CCCN(C(C(=O)Nc2ccc(C(C)C)cc2)c2ccc3c(c2)OCO3)C1 (configuration not stated)	-6%
COC(=O)c1ccc(Cn2nc(C(F)(F)F)cc2C)cc1	-1%
O=C(COC(=O)c1ccc(S(=O)(=O)N2CCc3ccccc3C2)cc1)NC(=O)NCc1ccco1	-3%
COc1cccc(C(=O)NC(NC(=S)Nc2ccccc2Cl)C(Cl)(Cl)Cl)c1 (configuration not stated)	-25%
Cc1ccc(Oc2c(C=O)c3ccccc3n2C)cc1	-6%
O=C(Nc1ccc2c(c1)CCC2)c1cccc(S(=O)(=O)N2CCN(c3ccc(F)cc3)CC2)c1	-9%
O=C1NCC(CN(c2ccccc2)c2ccccc2)O1 (configuration not stated)	8%
CCN=C1SC(C(=O)Nc2cccc(C(=O)O)c2)CC(=O)N1CC (configuration not stated)	-1%
COc1ccc(-n2nc3c(c2NC(=O)Cc2cccc(C)c2)CS(=O)C3)cc1 (configuration not stated)	-2%
Clc1ccc(-c2cn3c(n2)CCC3)cc1	-4%
CC(C)NS(=O)(=O)c1ccc(NC(=S)NC(=O)c2ccc(-c3ccccc3)cc2)cc1	-15%
COc1c2c(nc3ccccc13)OC(C(C)(O)CO)C2 (configuration not stated)	-6%
